Bioassay records as filed in PubChem.
Pf growth 96h: P. falciparum growth inhibition at 96 hours; hit rate 6.9% among 320,000; P. falciparum luciferase reporter growth, 96 h; Potency, µM (titrated, usually from 28.7 µM), inactives show at the highest dose activity change, negative = inhibition, usual class: inhibitors; further: potency means the concentration at half of the fitted maximal effect; on the % scale 0 is the no-effect control and ±100 the full control effect
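P. falciparum expressing integrated firefly luciferase grown in erythrocytes (2% hematocrit, 0.05% parasitemia final) with compounds for 96 hours at 37 C, 5% CO2. Growth inhibition read as loss of luminescence after adding luciferase detection reagent.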
Shiga toxin inh: Shiga toxin inhibition. inhibition, % at 38.7 µM. AID 2315. hit rate 9.2% among 290,000. Vero cells, Shiga toxin protein synthesis inhibition reporter; in the data active means inhibition mostly above about 28%, no sharp cut-off; inactive means mostly below about 43%; further: 0% is about no effect
Cycloheximide cs: affects cycloheximide protein synthesis inhibition readout, counter-screen; cell reporter, cycloheximide protein synthesis inhibition counterscreen; max response, %; hit rate 12% among 300,000; AID 2314; in the data active means max response mostly above about 13%, no sharp cut-off; inactive means mostly below about 14%; further: read at 38.3 µM for the half of the compounds with a filed dose; 0% is about no effect
Tb PYK inh: blocks Trypanosoma brucei pyruvate kinase; Q57TT1; TbPYK enzyme, Kinase-Glo Plus ATP luminescence, 45 min; Potency, µM (highest dose often 76.8 µM), inactives show top-dose activity, negative = inhibition, usual class: inhibitors; hit rate 0.12% among 410,000; AID 624173; further: potency means the concentration at half of the fitted maximal effect; on the % scale 0 is the no-effect control and ±100 the full control effect; nearly all actives have a fitted effect of over 50% in size
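Activity of T. brucei pyruvate kinase was followed by Kinase-Glo Plus luminescence after the enzyme reacted 45 min at room temperature with 130 uM ADP (final) and substrate. Test compounds were added before ADP at multiple concentrations.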
LmPK inhibitor: inhibitors of Leishmania mexicana pyruvate kinase | hit rate 0.37% among 290,000 | Potency, µM (series often up to 57.5 µM), for the others: at the top dose activity change, negative = inhibition, usual class: inhibitors | purified LmPK, Kinase-Glo ATP luminescence, 1 h; further: potency means the concentration at half of the fitted maximal effect; on the % scale 0 is the no-effect control and ±100 the full control effect
Target sequence (Q27686 whole entry, looked up): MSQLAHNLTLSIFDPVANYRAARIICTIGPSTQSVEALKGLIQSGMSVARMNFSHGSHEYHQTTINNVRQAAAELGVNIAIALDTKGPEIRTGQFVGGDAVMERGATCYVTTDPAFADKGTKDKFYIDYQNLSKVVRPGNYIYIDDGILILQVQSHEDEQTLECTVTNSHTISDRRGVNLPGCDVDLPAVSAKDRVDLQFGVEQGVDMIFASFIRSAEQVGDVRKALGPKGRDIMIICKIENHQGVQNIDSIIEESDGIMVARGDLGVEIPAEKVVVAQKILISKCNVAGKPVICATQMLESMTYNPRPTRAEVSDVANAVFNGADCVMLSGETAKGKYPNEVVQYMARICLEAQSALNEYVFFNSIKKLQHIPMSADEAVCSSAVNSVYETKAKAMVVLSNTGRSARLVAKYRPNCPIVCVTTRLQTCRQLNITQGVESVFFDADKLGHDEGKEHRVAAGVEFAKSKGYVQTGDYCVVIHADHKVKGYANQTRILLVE
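0.1 nM LmPK, 0.5 mM PEP, 0.1 mM ADP; 50 mM imidazole pH 7.2, 7 mM MgCl2, 50 mM KCl; 1 h RT. Kinase-Glo luminescence readout, normalized to no-enzyme (full inhibition) and uninhibited wells.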
Pf growth 48h: P. falciparum growth inhibition at 48 hours (one generation) | P. falciparum luciferase growth in erythrocytes, 48 h | Potency, µM (titrated, usually from 28.7 µM), for inactives: top-dose activity change, negative = inhibition, most hits filed as inhibitors | hit rate 5.9% among 310,000 | AID 504832; further: potency means the concentration at half of the fitted maximal effect; on the % scale 0 is the no-effect control and ±100 the full control effect
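Growth was read as firefly luciferase luminescence after a 48 h, 37 C, 5% CO2 exposure of compounds to reporter-bearing P. falciparum cultures (0.1% parasitemia, 2% hematocrit final) in Albumax-supplemented RPMI 1640.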
AMA1-RON2 inh: AMA1-RON2 (P. falciparum) interaction inhibition; Potency, µM (highest dose often 58.2 µM), inactives show top-dose activity change, negative = inhibition, usual class: inhibitors; hit rate 0.2% among 360,000; AlphaScreen AMA1-biotinylated RON2 peptide binding;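 further: potency means the concentration at half of the fitted maximal effect; 0% = vehicle wells and -100% = peptide control; nearly all actives have a fitted effect of over 45% in size; some results filed as inactive show a strong effect at the top dose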
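AMA1 (3D7) with his tag at 25 nM final met compounds first, then biotinylated RON2 peptide at 25 nM; detection used donor plus acceptor beads, 10 µg/mL apiece, read by AlphaScreen after 30 min at room temperature.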
* hit, by the source's call; ? = inconclusive; nt = not tested or not shown; + = active, no number; & = joins results of further samples; [ ] = dose if it differs, or a comment. Unless noted, the call rests on the fitted dose curve; in most records, active means well fitted curve in the direction sought with a large enough effect; inconclusive means small, poorly fitted or top-dose-only effect, or another doubt; inactive means no such curve, though single readings can be large; an effect the other way counts as inactive or inconclusive. Rows are unselected; 21% or so of the library scored in one or more.

SMILES	Pf growth 96h	Shiga toxin inh	Cycloheximide cs	Tb PYK inh	LmPK inhibitor	Pf growth 48h	AMA1-RON2 inh
CCn1c(C)[n+](Cc2ccccc2)c2ccc(C(=O)OC)cc21	4%	20	-3	-1%	5%[11.5 µM]	?	-23%
Cc1ccsc1/C=N/NC(=O)c1ccccn1	24%	47*	62*	-21%	?	180%[activator]	67%[activator]
O=C(NCSC1=NCCS1)c1ccccc1	?	-14	-2	0%	0%	4%	0%
O=C(N/N=C\c1cc2c(cc1Cl)OCO2)c1cccnc1	?	12	10	0%	-4%	-27%	20%
CCCCSC1(SCCCC)N=C(N)C2(C#N)C(c3ccccc3)NC(C)=C(C)C12C#N (configuration not stated)	?	-22	1	1%	4%	-22%	-6%
CC1CN(C(=O)CCC(=O)NCCCN2CCC(Cc3ccccc3)CC2)c2cc(Cl)ccc2O1 (configuration not stated)	-18%	-11	-3	-9%	1%	?	-18%
Cc1nc(-n2nnc3ccccc32)c2c3c(sc2n1)CCCC3	3%[5.75 µM]	29	1	-3%	1%	-8%	8%
Cc1sc(NC(=O)c2ccco2)c(C(c2ccccc2)N2CCC(C)CC2)c1C (configuration not stated)	?	30	14	4%	7%	5.2µM*	0%
CCCCCCn1nc(C(=O)OCC(=O)c2c(N)n(C)c(=O)n(C)c2=O)c2ccccc2c1=O	13µM*	-6	4	-7%	3%	12µM*	-7%
O=C(NCc1ccccc1CN1CCCCC1)c1ccccc1N1CCCC1=O	-12%	nt	nt	-1%	nt	-29%	10%
CC(C)Cc1nnc(NC(=O)CCC(=O)Nc2ccc3cn[nH]c3c2)s1	107%[activator]	13	0	-7%	1%	12%	-5%
CN1CCCN(C2C3CC4CC(C3)CC2C4)CC1 (configuration not stated)	17%	-22	-2	31%[activator]	-2%	-17%	-7%
Cc1nc(N)c(C#N)c(-c2ccccc2)c1C	-11%	-17	-6	-4%	5%	-1%	8%
COc1cc(/C=N/N2CCN(c3ccccc3OC)CC2)ccc1O	3%	+	26*	-12%	-3%	15%	-16%
CCCCCCCNc1cccc(C)c1	28%	5	-3	0%	0%	13%	-9%
CC1(C)N([O-])c2cc([N+](=O)[O-])ccc2[N+]1=O	-19%	-6	-2	?	?	-13%	10%
NC(=O)c1cc(S(=O)(=O)N2CCCCC2)cs1	-1%	-10	-4	5%&-5%	-1%	13%	3%
COc1ccccc1C/C(N)=N/OC(=O)COc1ccc(C)cc1	2.1µM*	-6	1	3%	-3%	1%	34%[activator]
Cn1nccc1C(=O)OCC(=O)Nc1ccc(S(N)(=O)=O)cc1	3%	3	-4	3%	-6%	-11%	0%
O=C(O)CC(NC(=O)C1CCCCC1)c1ccc(OC2CCCC2)cc1 (configuration not stated)	0%	23	3	-2%	6%[11.5 µM]	21%	29%
CCN1CCN(C(=S)Nc2ccc3nc4n(c(=O)c3c2)CCCCC4)CC1	27%	-11	1	-7%	1%	-17%	-2%
CCOC(=O)c1csc(NC(=O)CC2CCCC2)n1	-6%	32*	25*	3%	1%	18%	6%
CC(C)(C)SCCNC(=O)c1ccccc1	49%[activator]	37	37*	1%	-2%	nt	7%
COc1ccc(S(=O)(=O)Nc2ccc(-n3cnnn3)cc2)cc1Br	0%	nt	nt	-18%	nt	-25%	-8%
N/C(=N\OC(=O)c1cc(-c2ccccc2)nc2ccccc12)c1ccc(Cl)cc1	?	-8	-3	-4%	1%	13%	-4%

(cont.)
SMILES	Pf growth 96h	Shiga toxin inh	Cycloheximide cs	Tb PYK inh	LmPK inhibitor	Pf growth 48h	AMA1-RON2 inh
Cc1cccnc1NC(=O)c1ccccc1NC(=O)C(C)(C)C	-18%	-1	0	-3%	1%	-8%	6%
CC(C)N(Cc1cnn(C)c1)Cc1nc(-c2ccc(Cl)cc2)no1	1%	-4	-2	0%	5%	-6%	-9%
COc1ccc(Nc2ccc3c(c2)=NC2(CCCCC2)[N+]=3[O-])cc1	?	59*	26*	-12%	?	12µM*	-26%
Cc1cc(C)cc(NC(N)=S)c1	0%	-1	-2	-5%	-3%	10%	-1%
CCOc1cc(CN2CCN(C(=O)Cc3ccccc3)CC2)ccc1OC	?	-8	-4	8%	2%	0%	?
COc1ccc(OCC(=O)NCCS(=O)(=O)N2CCN(c3ccc(F)cc3)CC2)cc1	?	-4	13	0%	0%	0%	16%
O=C(c1cccc(N2C(=O)c3ccccc3C2=O)c1)N1CCCCCC1	-24%	-9	-1	-2%	1%	-12%	3%
CCCC1(C(=O)OCC)NC(c2cc(OC)c(OC)c(OC)c2)C2C(=O)N(CC)C(=O)C21 (configuration not stated)	-27%	-11	-4	-8%	2%	nt	-11%
O=c1[nH]c(/C=C/c2ccc(Br)cc2)nc2ccccc12	0%	85*	45*	-23%	2%	76%[activator]	5%
CCN(CC)S(=O)(=O)c1ccc(N/N=C/c2ccc(O)cc2)nc1	?	-8	-6	-5%	-3%	-21%	9%
CC(C(=O)Nc1ccccc1Br)c1ccc([N+](=O)[O-])cc1 (configuration not stated)	4.1µM*	-2	-2	-2%	7%	13µM*	3%
CC(C)(C)C(=O)Nc1ccc(-c2cn3ccsc3n2)cc1	30%[activator]	13	12	-10%	?	44%[activator]	-16%
COc1ccc(CCC(C)NCc2ccc(F)cc2)cc1 (configuration not stated)	-11%	-8	-1	1%	-4%	9%	16%
CCN(CCN(C)C)C(=O)C1CCN(S(=O)(=O)c2c(C)noc2/C=C/c2ccccc2F)CC1	-14%	-18	-15	1%&-11%	9%	9.3µM*	6%
CCc1ccc2[nH]c(C(=O)Nc3ccc4c(c3)OCO4)cc2c1	-11%	47	19*	-5%	5%	?	18%
CN(CC(=O)Nc1ccccn1)S(=O)(=O)c1ccc(Cl)cc1	?	-5	3	-2%	4%	-28%	-12%
CCCS(=O)(=O)N1CCN(CC2CC=CCC2)CC1 (configuration not stated)	-3%	-15	-1	-8%	2%	8%	-20%
O=C(Nc1ccon1)c1cccc(S(=O)(=O)N2CCCCCC2)c1	?	-8	13	-14%	-1%	nt	-1%
O=c1[nH]c(=O)n(Cc2ccco2)c2c1C(C(F)(F)F)(C(F)(F)F)N=C(C1CCCCC1)N2	-2%	-6	-2	-2%	6%	-11%	0%
COc1ccc(S(=O)(=O)N2CCCCC2)cc1NC(=O)c1ccc2c(c1)OCO2	17%	-2	10	-12%	1%	24%	-4%
O=C(Nc1ccc2c(c1)OCO2)N1CCN(c2ccccc2)CC1	-11%	21	10	3%	1%	-6%	-28%
CCCn1c(SCc2cc(=O)[nH]c3ccccc23)nc2c1c(=O)n(C)c(=O)n2C	?	1	-3	4%	-3%	7%	5%
O=C(CCNC(=O)c1ccc(Br)cc1)NCCCN1CCCC1=O	19%	nt	nt	7%	nt	-6%	-1%
COc1ccccc1CCNC(=O)c1ccc(C)o1	nt	27	12	8%	1%	-14%	26%
COc1cccc(NC(=O)Nc2ccc3nsnc3c2)c1	-63%	97*	31*	-11%	0%	-12%	3%

New compounds follow:
SMILES	Pf growth 96h	Shiga toxin inh	Cycloheximide cs	Tb PYK inh	LmPK inhibitor	Pf growth 48h	AMA1-RON2 inh
O=C(CC1Oc2ccccc2NC1=O)NCc1ccccc1 (configuration not stated)	-5%	14	-3	1%	-3%	nt	23%
COc1ccc(-c2csc(NC(=S)NC(=O)c3cccs3)n2)cc1Br	-8%	-2	6	-1%	2%	0%	42%[activator]
O=C(NCCC1=CCCCC1)C(=O)NCC(c1ccco1)N1CCN(c2ccccc2F)CC1 (configuration not stated)	?	-6	-3	-4%	3%	-8%	26%
COC(=O)c1ccc(NS(=O)(=O)NC(=O)c2cn(C)c3ccccc23)cc1	19%	10	6	-3%	-4%	25%	-26%
CCOC(=O)C(=O)/C(=C\N(C)C)c1onc(-c2c(F)cccc2Cl)c1C(=O)OC	4%	-4	1	-5%	0%	23%	5%
CC(=O)O[C@@H](C)C[N+](C)(C)C	-19%[12.8 µM]	nt	nt	-6%[33.2 µM]	nt	-14%[12.8 µM]	nt
CN(/C(=N\S(=O)(=O)c1ccccc1)c1ccccc1)c1ccc(O)cc1	?	21	-6	2%	-1%	?	-8%
Cc1cc([N+](=O)[O-])nn1CCCC(=O)Nc1cc(Oc2ccc(F)cc2)cc([N+](=O)[O-])c1	-15%	11	5	-12%	3%	28%	-6%
c1ccc2c(N3CCCCCC3)nc(-c3ccncc3)nc2c1	203%[activator]	-27	-2	3%	10%	?	5%
CN(C)S(=O)(=O)c1cccc(-c2nn(-c3ccccc3)cc2/C=C(\C#N)c2nc3ccccc3[nH]2)c1	1.5µM*	-8	6	-3%	5%	2.1µM*	18%
COc1ccc(C(c2oc(CO)cc(=O)c2O)c2oc(CO)cc(=O)c2O)cc1OC	-58%	-1	-6	4%	0%	10%	4%
N#C/C=C(/c1ccc(F)cc1)N1CCOCC1	?	-18	-5	2%	-11%	?	-4%
Cc1ccc(NC(=O)CCS(=O)(=O)c2ccc3c(c2)NC(=O)C(C)S3)nc1 (configuration not stated)	?	-2	-4	2%	6%	0%	-2%
CCOC(=O)c1nnc(-c2ccc(C)cc2)nc1Sc1cccc(Cl)c1	nt	25	6	-21%	6%	29%	-23%
CC(=O)OC[C@H]1O[C@@H](Sc2cccc3cccnc23)[C@H](OC(C)=O)[C@@H](OC(C)=O)[C@@H]1OC(C)=O	12%	10	-2	2%	-3%	-7%	-18%
O=C(COc1ccc(S(=O)(=O)N2CCOCC2)cc1)NCc1ccccc1	-25%	-37	5	-3%	-8%	?	-5%
COC(=O)c1ccc(NC(=O)CN2CCN(c3ccccc3)CC2)cc1	2%	-8	-1	-1%	0%	25%	-9%
CC(=O)Nc1ccc(S(=O)(=O)NNC(=O)CCc2ccccc2)cc1	?	-3	18	5%	1%	-1%	6%
Cc1ccc(C(=O)NCCCc2ccccc2)c(C)c1	183%[activator]	60*	42*	-4%	-2%	95%[activator]	13%
Cc1oc(-c2cccc(Cl)c2)nc1CN1CCC(C(=O)NCC2CCCO2)CC1 (configuration not stated)	4%	-10	-5	nt	-1%	?	7%
CN1CCN(C(=O)/C(=C/c2cccs2)NC(=O)c2ccco2)CC1	?	-9	-1	6%	-4%	13%	8%
CC1(C)Cc2c(sc3ncnc(N)c23)CO1	-15%	-7	-5	0%	-15%	2%	-12%
O=C(CSc1n[nH]c(C2CCCC2)n1)NC1CCCC1	nt	-19	-3	-2%	1%	-1%	-1%

Four of the compounds above, with bars between the fields:
SMILES | Pf growth 96h | Shiga toxin inh | Cycloheximide cs | Tb PYK inh | LmPK inhibitor | Pf growth 48h | AMA1-RON2 inh
COC(=O)c1ccc(NC(=O)CN2CCN(c3ccccc3)CC2)cc1 | 2% | -8 | -1 | -1% | 0% | 25% | -9%
Cc1cccnc1NC(=O)c1ccccc1NC(=O)C(C)(C)C | -18% | -1 | 0 | -3% | 1% | -8% | 6%
CCCn1c(SCc2cc(=O)[nH]c3ccccc23)nc2c1c(=O)n(C)c(=O)n2C | ? | 1 | -3 | 4% | -3% | 7% | 5%
CC1CN(C(=O)CCC(=O)NCCCN2CCC(Cc3ccccc3)CC2)c2cc(Cl)ccc2O1 (configuration not stated) | -18% | -11 | -3 | -9% | 1% | ? | -18%
